Bioassay records (PubChem BioAssay)
S1P4 agonist: agonists of human S1P4 receptor | O95977 | S1P4-expressing cell line, agonist reporter assay | activation, % at 4.98 µM | 220,000 tested, 0.35% active | AID 1509; in the data active = activation above about 11%;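 also: 0% = DMSO vehicle and 100% = reference agonist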
NPY-Y1 PAM-ag: human NPY-Y1 potentiation or agonism, primary screen; P25929; NPY-Y1 expressing cells, potentiator/agonist activation; activation, % at 3.6 µM; 220,000 tested, 0.37% active; in the data active = activation above about 33%, passing the limit was not always enough;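 also: cells stimulated with NPY at EC10 then isoproterenol at EC100; 0% = low agonist plus stimulus and 100% = saturating agonist plus stimulus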
Target sequence (P25929 whole entry, looked up): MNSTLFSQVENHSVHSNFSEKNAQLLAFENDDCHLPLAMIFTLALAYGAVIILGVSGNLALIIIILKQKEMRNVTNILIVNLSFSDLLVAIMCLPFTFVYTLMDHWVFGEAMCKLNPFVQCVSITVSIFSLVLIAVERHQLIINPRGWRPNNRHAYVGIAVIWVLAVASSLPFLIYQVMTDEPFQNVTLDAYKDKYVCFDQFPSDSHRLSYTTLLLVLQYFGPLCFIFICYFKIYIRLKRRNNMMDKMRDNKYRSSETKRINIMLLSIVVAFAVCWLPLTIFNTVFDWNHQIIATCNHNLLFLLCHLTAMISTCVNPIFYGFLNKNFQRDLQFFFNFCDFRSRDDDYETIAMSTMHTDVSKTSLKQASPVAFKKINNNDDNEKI
S1P4 antag: human S1P4 receptor antagonism. S1P4-expressing cells, antagonist mode, reporter read-out. inhibition, % at 4.98 µM. O95977. 220,000 tested, 0.26% active; in the data active = inhibition above about 29%;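 also: 0% = wells stimulated with agonist and 100% = vehicle wells without agonist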
PGE2 EP2 inh: inhibitors of human EP2 prostaglandin E2 receptor | P43116 | C6 glioma cells expressing human EP2, cAMP TR-FRET; cells stimulated with saturating PGE2 | inhibition, % at 25 µM | 260,000 tested, 0.52% active | AID 1422;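 active = percent inhibition above 40 after rounding to a whole number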;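 also: rat C6 glioma host cells with rolipram phosphodiesterase inhibitor present; the protocol text gives 20 µM as final concentration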
Target sequence (P43116 whole entry, looked up): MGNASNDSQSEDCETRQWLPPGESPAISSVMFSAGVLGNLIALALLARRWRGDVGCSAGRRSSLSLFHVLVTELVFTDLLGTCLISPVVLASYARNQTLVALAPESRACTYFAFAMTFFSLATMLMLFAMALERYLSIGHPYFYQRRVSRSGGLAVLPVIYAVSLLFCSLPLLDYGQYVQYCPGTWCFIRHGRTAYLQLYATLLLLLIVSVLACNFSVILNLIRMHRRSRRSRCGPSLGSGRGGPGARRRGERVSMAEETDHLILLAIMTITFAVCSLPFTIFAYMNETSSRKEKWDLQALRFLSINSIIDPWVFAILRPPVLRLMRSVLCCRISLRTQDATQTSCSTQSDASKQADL
EP2 modulator: EP2 receptor (human) modulation. P43116. EP2-expressing cells, cAMP HTRF FRET, PGE2 co-stimulation. induction, % at 25 µM. 260,000 tested, 0.83% active. AID 940;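 active = compounds whose cAMP rise, as percent of the full-agonist control response, exceeds 60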;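 also: rat C6 glioma line stably carrying human EP2 under a CMV promoter; the protocol text gives 20 µM as final concentration; 100% = response of wells given 1 µM PGE2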
NPY2 pot ag: potentiators or agonists of human neuropeptide Y receptor Y2. P49146. cells expressing NPY-Y2, potentiator/agonist read-out. activation, % at 3.6 µM. 220,000 tested, 0.45% active; in the data active = activation above about 27%;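 also: cells stimulated with NPY near EC25 plus isoproterenol at EC100; 0% = vehicle plus submaximal agonist and 100% = vehicle plus saturating agonist; some results beyond the cut were filed as inactive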
NPY Y1 blocker: NPY-Y1 (human) receptor antagonism. 200,000 tested, 1% active. inhibition, % at 3.6 µM. HEK293-CNG Y1 cells, membrane potential fluorescence; NPY at EC95, then isoproterenol. P25929;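 active = inhibition above the campaign mean inhibition of all tested compounds plus 3 SD, cut at about 20% in these data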;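 also: 0% = DMSO wells given NPY plus isoproterenol and 100% = isoproterenol alone without NPY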
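Material: HEK293 Y1/CNG channel cell line | Also added: NPY (25 nM), isoproterenol (1 µM), Ro 20-1724 (25 µM) | Compound: One concentration, 3.6 µM, in 0.4% DMSO | Schedule: 3 h dye uptake, 1 h room-temperature compound, 45 min post-isoproterenol | Signal: Membrane-potential fluorescent dye readout | Read-out: % inhibition of NPY effect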
p97 ATPase inh: blocks human p97 ATPase activity. AID 1481. 220,000 tested, 0.42% active. inhibition, % at 8 µM. recombinant p97 ATPase, Kinase-Glo ATP luminescence, 3 h; in the data active = inhibition above about 15%;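 also: 0% = DMSO vehicle and 100% = wells lacking enzyme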
eIF4E 4G PPI: inhibitors of eIF4E and eIF4G interaction in translation initiation; inhibition, % at 21.7 µM; TR-FRET eIF4E-eIF4GI(517-606) binding, 2 h; 220,000 tested, 0.37% active;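 active = inhibition above about 30%, limit read from the data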;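 also: 0% = full FRET control wells and 100% = background wells lacking eIF4GI fragment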
Starred values were filed as active, the others as inactive; . = no result given; & = joins results of further samples; [ ] = dose if it differs, or a comment. This is a subset; the hit share may differ from the screen's.

A first look (3 entries):
(1) Cc1cc(C)n2nc(SCC(=O)Nc3ccccc3)nc2n1
(2) O=C(c1ccccc1NS(=O)(=O)c1ccc(F)cc1)N1CCCC1
(3) Cc1ccc(O)c(-c2cc(C(F)(F)C(F)F)nc(-c3ccccc3)n2)c1
entry no.	1	2	3
S1P4 agonist	0.5	2.7	0.0
NPY-Y1 PAM-ag	0	-11	-16
S1P4 antag	0	5	-17
PGE2 EP2 inh	5	6	10
EP2 modulator	17	1	30
NPY2 pot ag	2	3	-4
NPY Y1 blocker	1	2	-8
p97 ATPase inh	-2	2	8
eIF4E 4G PPI	1	1[fluorescence artefact?]	-3

This part in full, previewed entries included:
(1) Cc1cc(C)n2nc(SCC(=O)Nc3ccccc3)nc2n1
(2) O=C(c1ccccc1NS(=O)(=O)c1ccc(F)cc1)N1CCCC1
(3) Cc1ccc(O)c(-c2cc(C(F)(F)C(F)F)nc(-c3ccccc3)n2)c1
(4) COc1ccc(NC(=O)CSc2ccc3ccccc3c2)cc1S(=O)(=O)N1CCCCC1
(5) COC(=O)c1ccc(Cl)c(NC(=O)CN(c2ccc3c(c2)OCO3)S(C)(=O)=O)c1
(6) O=C(Cc1c[nH]c2ccccc12)N1CCN(c2ccccc2)CC1
(7) O=C(c1ccc(N2CCOCC2)nc1)N1CCCCC1
(8) Cc1occc1C(=O)N=Nc1c(O)n(C)c2ccccc12
entry no.	1	2	3	4	5	6	7	8
S1P4 agonist	0.5	2.7	0.0	0.1	0.0	1.6	-1.9	0.9
NPY-Y1 PAM-ag	0	-11	-16	-19	-23	18	14	4
S1P4 antag	0	5	-17	20	-2	-18	-4	-10
PGE2 EP2 inh	5	6	10	2	5	7	7	3
EP2 modulator	17	1	30	5	25	-21	4	6
NPY2 pot ag	2	3	-4	9	7	11	8	0
NPY Y1 blocker	1	2	-8	-1	1	0	-2	1
p97 ATPase inh	-2	2	8	1	5	1	5	3
eIF4E 4G PPI	1	1[fluorescence artefact?]	-3	16	-1[fluorescence artefact?]	3	3	1

(9) COc1ccc2nc(COC(=O)c3cccc([N+](=O)[O-])c3)c(C(C)=O)[n+]([O-])c2c1
(10) CCSc1nc2ccccc2n1CC(=O)N1CCCCC1
(11) CC(C)[C@H](NC(=O)c1ccccc1)C(=O)OCC(=O)c1ccccc1F
(12) Nc1c(C(=O)NCCc2ccccc2)nnn1Cc1ccccc1
(13) Cc1onc(-c2ccccc2Cl)c1C(=O)Nc1ccccc1C(N)=O
(14) CC(C)CCN1CC(O)=C(c2nc3ccccc3[nH]2)C1=N
(15) O=C(COc1ccccc1)Nc1ccc2c(c1)Cc1cc(NC(=O)COc3ccccc3)ccc1-2
(16) ON1C(c2ccccc2C(F)(F)F)N(O)[C@H]2CCCC[C@H]21 (some centres not stated)
entry no.	9	10	11	12	13	14	15	16
S1P4 agonist	-0.3	-1.0	1.3	-0.1	1.7	-2.3	-0.5	0.5
NPY-Y1 PAM-ag	-6	-13	-17	-3	3	-20	-9	14
S1P4 antag	8	-16	-4	-18	-4	9	-19	0
PGE2 EP2 inh	5	2	7	7	17	3	3	12
EP2 modulator	-26	14	-28	-2	19	-62	15	-8
NPY2 pot ag	8	8	-12	-4	13	-13	1	15
NPY Y1 blocker	.	-6	4	-1	6	3	-4	-1
p97 ATPase inh	1	3	0	1	8	-3	3	4
eIF4E 4G PPI	4	-2[fluorescence artefact?]	2	2	1	-6[fluorescence artefact?]	2	2

(17) Cc1nc2c(o1)CCc1ccccc1C2N1CCN(C)CC1 (configuration not stated)
(18) O=C(c1cccc(-c2nnc(-c3ccccc3)o2)c1)N1CCCCC1
(19) N#CC1CN(C(c2ccccc2)c2ccccc2)C1
(20) O=C(Nc1ccccc1C(=O)O)c1cncc(Br)c1
(21) CC1Cc2ccccc2N1CC(=O)NC(=O)NC1CCCCC1 (configuration not stated)
(22) CCn1c(=O)cc(SCC(=O)N2CCN(C(=O)c3ccco3)CC2)c2ccccc21
(23) O=c1cc(CSc2nnc(Nc3ccccc3F)s2)nc2sccn12
(24) COc1ccc(F)cc1S(=O)(=O)N1CCCCC1
entry no.	17	18	19	20	21	22	23	24
S1P4 agonist	0.5&1.1	1.3	0.9	-0.2	-0.7	1.4	55*	0.4
NPY-Y1 PAM-ag	-7&-6	-7	-10	16	3	6	3	5
S1P4 antag	-13&-23	1	-11	-11	-4	-17	0	-4
PGE2 EP2 inh	11&5	7	2	6	5	9	3	3
EP2 modulator	53&16	-17	41	17	-11	14	-30	22
NPY2 pot ag	3&-4	2	-2	-1	-5	-16	-10	17
NPY Y1 blocker	4&3	6	3	4	0	0	3	.
p97 ATPase inh	-4&-3	-6	5	6	5	1	4	-1
eIF4E 4G PPI	5&3[fluorescence artefact?]	4	3	13[fluorescence artefact?]	0	3[fluorescence artefact?]	5	-12

The closing 2 records of the part before come first, to join the parts:
(23) O=c1cc(CSc2nnc(Nc3ccccc3F)s2)nc2sccn12
(24) COc1ccc(F)cc1S(=O)(=O)N1CCCCC1
(25) COc1ccc(/C(CC2OC(=O)c3ccccc32)=N\NC(N)=O)cc1 (configuration not stated)
(26) CCNc1nc(Oc2ccc(C(=O)OCC)cc2)nc(N2CCOCC2)n1
(27) N#Cc1cc([N+](=O)[O-])c(-n2nnc3ccccc32)c([N+](=O)[O-])c1
(28) CCC(=O)Nc1cc(-c2nn(C)c(=O)c3ccccc23)ccc1N1CCOCC1
(29) C=CCN1C(=O)C(CC(=O)Nc2ccc(OCCC)cc2)N(CCCN2CCN(Cc3ccccc3)CC2)C1=S (configuration not stated)
(30) Cc1onc(-c2ccccc2Cl)c1C(=O)N1CCCc2ccccc21
(31) Nc1nc(CN2CCN(Cc3ccc4c(c3)OCO4)CC2)nc(Nc2ccccc2)n1
(32) O=C(COc1ccc([N+](=O)[O-])cc1)N(Cc1ccccc1)Cc1ccccc1
entry no.	23	24	25	26	27	28	29	30	31	32
S1P4 agonist	55*	0.4	0.0	0.3	-0.9	0.0	-1.3	-0.6	-0.2	-0.9
NPY-Y1 PAM-ag	3	5	11	-3	-23	9	20	-5	-44	-16
S1P4 antag	0	-4	4	-14	-4	-1	-3	3	-15	-3
PGE2 EP2 inh	3	3	10	3	39	.	9	8	3	5
EP2 modulator	-30	22	-2	19	-64	4	-48	7	-52	24
NPY2 pot ag	-10	17	14	1	-14	-12	13	-3	10	-8
NPY Y1 blocker	3	.	2	-3	11	6	-11	-3	-2	21*
p97 ATPase inh	4	-1	2	-1	-3	2	-3	4	9	1
eIF4E 4G PPI	5	-12	4	-3	-1	4	-1	-1	12	7

(33) CCc1cc2c(=O)c(-c3nc4ccccc4[nH]3)coc2c(CN2CCCCC2)c1O
(34) O=C(CN1CCC(Cc2ccccc2)CC1)NC(=O)NC1CCCCC1
(35) COc1ccc(-c2cc(NCCc3ccncc3)n3ncnc3n2)cc1
(36) COc1c2ccoc2nc2c(OC)c(OCC(OC(C)=O)C(C)(C)O)ccc12 (configuration not stated)
(37) CC1CC(C)CN(S(=O)(=O)N2CCC(C(=O)NCCC3=CCCCC3)CC2)C1 (configuration not stated)
(38) Cc1nn(C(C)C(=O)N2CCc3ccccc3C2)c(=O)c2cc3occc3n12 (configuration not stated)
(39) CNC(=S)N1N=C(c2ccc(Br)cc2)CC1c1ccc(N(C)C)cc1 (configuration not stated)
(40) COCCN(C(=O)/C=C/c1ccccc1)c1nnc(-c2cccnc2)s1
entry no.	33	34	35	36	37	38	39	40
S1P4 agonist	0.4	2.7	-1.7	0.9	-1.8	1.1	1.4	2.7
NPY-Y1 PAM-ag	3	-12	6	-10	-13	6	4	-16
S1P4 antag	-4	-26	2	10	-5	-14	0	-17
PGE2 EP2 inh	17	3	21	.	6	10	10	10
EP2 modulator	5	19	55	-25	-78	-26	-10	-22
NPY2 pot ag	-5	-5	9	-18	0	4	-2	-7
NPY Y1 blocker	.	4	0	2	-2	0	0	2
p97 ATPase inh	0	-3	3	1	4	-1	1	2
eIF4E 4G PPI	3	5	5	8	0	7	-1	-5

(41) COc1ccccc1C(c1nnnn1CCc1ccccc1)N1CCN(c2ccccc2)CC1 (configuration not stated)
(42) O=C(Cc1ccc(Br)cc1)N1CCN(c2ccccn2)CC1
(43) CNC(=O)c1cc(C(=O)c2ccccc2C(F)(F)F)c[nH]1
(44) CC(C)CCN(C(=O)CNC(=O)c1cccs1)C(C(=O)NC1CCCC1)c1ccncc1 (configuration not stated)
(45) CCOc1ccc(C(=S)N2CCOCC2)cc1OCC
(46) O=C(Cn1nc(-c2ccc(Cl)cc2)c2ccccc2c1=O)Nc1cccnc1
(47) O=C(Nc1ccc2c(c1)OCO2)c1sc2cc(Cl)ccc2c1Cl
(48) O=C(C1CCN(S(=O)(=O)c2cccc3cccnc23)CC1)N1CCN(c2ccc(Cl)cc2)CC1
entry no.	41	42	43	44	45	46	47	48
S1P4 agonist	-1.1	1.6	0.1	-0.1	2.1	0.9	5.4	3.0
NPY-Y1 PAM-ag	14	-6	-6	-2	17	1	-33	27
S1P4 antag	10	-12	7	-3	-2	-7	-21	-13
PGE2 EP2 inh	12	3	8	3	7	4	7	10
EP2 modulator	9	15	-40	-4	10	20	11	-7
NPY2 pot ag	-2	-12	-2	1	-1	-3	4	24
NPY Y1 blocker	2	1	-1	0	-3	-1	9	2
p97 ATPase inh	2	-4	2	0	2	-5	-6	7
eIF4E 4G PPI	-7	1	-1	2	4[fluorescence artefact?]	-2	2	2

3 compounds out of the list above, arranged by the number in p97 ATPase inh, high to low:
No.	structure	p97 ATPase inh
48	O=C(C1CCN(S(=O)(=O)c2cccc3cccnc23)CC1)N1CCN(c2ccc(Cl)cc2)CC1	7
43	CNC(=O)c1cc(C(=O)c2ccccc2C(F)(F)F)c[nH]1	2
22	CCn1c(=O)cc(SCC(=O)N2CCN(C(=O)c3ccco3)CC2)c2ccccc21	1

Additional records.
(49) Cc1ccsc1/C=N/N1CCN(C2c3ccccc3-c3ccccc32)CC1
(50) COc1ccc(S(=O)(=O)c2nnn(-c3ccccc3Cl)c2N)cc1
(51) Cn1nc(C(F)(F)F)c(C#N)c1N1CCN(c2ccccn2)CC1
(52) Cc1noc(/C=C/N(C)C)c1S(=O)(=O)N1CCCC(C(=O)NCc2ccccc2Cl)C1 (configuration not stated)
(53) CCOC(=O)c1c2n(c3ccc(OC(C)=O)cc13)CCC2
(54) CC(C)C(=O)Nc1ccc(-c2nc3ccccc3c(=O)o2)cc1
(55) CCOC(=O)N1CCC(NC(=O)Cn2c3ccccc3c3cn[nH]c(=O)c32)CC1
(56) NNC(=O)C1CC1c1ccc(Cl)cc1 (configuration not stated)
(57) CCC(=O)Nc1cccc(C(=O)OCC(=O)c2ccccc2Cl)c1
(58) CCC(C)C(NC(C)=O)C(=O)NC(=O)NC(c1ccccc1)c1ccccc1 (configuration not stated)
(59) CSc1cccc(NC(=O)c2ccco2)c1
entry no.	49	50	51	52	53	54	55	56	57	58	59
S1P4 agonist	-3.0	0.1	3.1	0.4	0.9	1.8	0.0	-1.0	1.1	1.9	2.1
NPY-Y1 PAM-ag	-16	13	-6	29	0	-4	-15	-31	15	-8	8
S1P4 antag	10	-14	-22	11	-45	-21	-10	0	-1	-20	-18
PGE2 EP2 inh	11	0	5	.	7	4	7	11	8	10	8
EP2 modulator	42	-23	15	33	4	-56	21	5	6	-9	-22
NPY2 pot ag	-5	10	5	16	1	-2	-6	-12	7	13	-2
NPY Y1 blocker	2	0	6	-1	3	-3	-2	10	1	4	-3
p97 ATPase inh	-2	3	2	8	-2	1	2	-4	0	0	0
eIF4E 4G PPI	0	-1	-1	4	3[fluorescence artefact?]	1	6	-2	0	-2	2[fluorescence artefact?]
